Screening data: PubChem, several laboratories
CF NFkB inh = inhibitors of PAF-induced NF-kB signaling, primary screen, cell-based, GFP fluorescence, uHTS | KKLEB NF-kB-GFP reporter, GFP fluorescence overnight | inhibition, % at 5 µM | 0.86% of 360,000 active;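 active = at least 50% inhibition at 5 µM, scaled per plate between neutral and stimulator controls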;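 note: PAF is a Pseudomonas aeruginosa culture filtrate used as stimulus; plate controls were PAF-stimulated DMSO wells for no effect and unstimulated DMSO wells for full effect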
C8 TRAIL sens = viability loss with TRAIL in NB7+C8 cells, primary screen, TRAIL sensitizer project, cell-based, ATPlite luminescence; inhibition (viability loss, TRAIL sensitization), % at 10 µM; 1% of 360,000 active;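 active = compounds causing at least 50% loss of cell viability in the single-dose screen, relative to plate controls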
NR5A2 inv ag = LRH-1 (NR5A2) inverse agonists, primary screen, cell-based, luminescence, HEK293T, StAR-luciferase reporter; LRH-1 transfected, 24 h; inhibition, % at 3.6 µM; 0.13% of 360,000 active;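 active = inhibition above the mean inhibition of all tested compounds plus 3 SD, cut at about 73% in these data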;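 note: 0% = DMSO wells and 100% = reporter-only cells lacking LRH-1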
NCOA3 inh = SRC3 coactivator transcriptional activity inhibitors, primary screen, cell-based, luminescence. 0.17% of 360,000 active. inhibition, % at 3.6 µM. AID 588352, 2011. HEK293 GAL4-SRC3 luciferase reporter;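 active = inhibition above a per-campaign cutoff, the mean of all compounds plus 3 SD, cut at about 60% in these data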;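 note: 0% = DMSO-treated cells and 100% = gossypol-treated cells at 36 µM; higher means less SRC3-driven luciferase light from the GAL4 reporter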
SRC2 inh = inhibition of GAL4-SRC2 driven luciferase reporter, primary screen, SRC2 inhibitor project, cell-based, luminescence | HEK293 GAL4-SRC2 luciferase reporter | inhibition, % at 9 µM | 0.17% of 370,000 active | AID 651957, 2012;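 active = inhibition above the mean inhibition of all tested compounds plus 3 SD, set per campaign, cut at about 52% in these data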;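 note: 0% = DMSO treated cells and 100% = cells given Gossypol at 36 µM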
TROY NFkB inh = inhibitors of TROY-driven NF-kB signaling, primary screen, Q293 LMP1-TROYcd cells, NF-kB luciferase, uHTS; inhibition, % at 10 µM; Q293 LMP1-TROYcd NF-kB luciferase reporter, 4 h; 0.98% of 360,000 active;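 active = compounds whose plate-normalised and pattern-corrected inhibition of the luciferase reporter signal at the single screening dose is 50% or more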
EBV LMP1 NFkB = EBV LMP1-driven NF-kappaB luciferase reporter inhibitors, primary screen, cell-based, luminescence, single point; LMP1-induced NF-kappaB luciferase reporter cells; 0.69% of 350,000 active; inhibition, % at 12.5 µM; AID 504558, 2011; in the data active = inhibition above about 41%;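 note: 0% = neutral control wells and 100% = reference inhibitor control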
SRC1 inh = SRC1 coactivator transcriptional activity inhibitors, primary screen, cell-based, luminescence; HEK293 GAL4-SRC1 luciferase reporter; inhibition, % at 3.6 µM; 0.12% of 360,000 active; AID 588354, 2011;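 active = inhibition above the campaign mean plus 3 SD, with each screening campaign given its own cutoff, cut at about 60% in these data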;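 note: 0% = DMSO treated cells and 100% = gossypol at 36 µM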
Target sequence (Q15788 whole entry, looked up, the tested form may be a part): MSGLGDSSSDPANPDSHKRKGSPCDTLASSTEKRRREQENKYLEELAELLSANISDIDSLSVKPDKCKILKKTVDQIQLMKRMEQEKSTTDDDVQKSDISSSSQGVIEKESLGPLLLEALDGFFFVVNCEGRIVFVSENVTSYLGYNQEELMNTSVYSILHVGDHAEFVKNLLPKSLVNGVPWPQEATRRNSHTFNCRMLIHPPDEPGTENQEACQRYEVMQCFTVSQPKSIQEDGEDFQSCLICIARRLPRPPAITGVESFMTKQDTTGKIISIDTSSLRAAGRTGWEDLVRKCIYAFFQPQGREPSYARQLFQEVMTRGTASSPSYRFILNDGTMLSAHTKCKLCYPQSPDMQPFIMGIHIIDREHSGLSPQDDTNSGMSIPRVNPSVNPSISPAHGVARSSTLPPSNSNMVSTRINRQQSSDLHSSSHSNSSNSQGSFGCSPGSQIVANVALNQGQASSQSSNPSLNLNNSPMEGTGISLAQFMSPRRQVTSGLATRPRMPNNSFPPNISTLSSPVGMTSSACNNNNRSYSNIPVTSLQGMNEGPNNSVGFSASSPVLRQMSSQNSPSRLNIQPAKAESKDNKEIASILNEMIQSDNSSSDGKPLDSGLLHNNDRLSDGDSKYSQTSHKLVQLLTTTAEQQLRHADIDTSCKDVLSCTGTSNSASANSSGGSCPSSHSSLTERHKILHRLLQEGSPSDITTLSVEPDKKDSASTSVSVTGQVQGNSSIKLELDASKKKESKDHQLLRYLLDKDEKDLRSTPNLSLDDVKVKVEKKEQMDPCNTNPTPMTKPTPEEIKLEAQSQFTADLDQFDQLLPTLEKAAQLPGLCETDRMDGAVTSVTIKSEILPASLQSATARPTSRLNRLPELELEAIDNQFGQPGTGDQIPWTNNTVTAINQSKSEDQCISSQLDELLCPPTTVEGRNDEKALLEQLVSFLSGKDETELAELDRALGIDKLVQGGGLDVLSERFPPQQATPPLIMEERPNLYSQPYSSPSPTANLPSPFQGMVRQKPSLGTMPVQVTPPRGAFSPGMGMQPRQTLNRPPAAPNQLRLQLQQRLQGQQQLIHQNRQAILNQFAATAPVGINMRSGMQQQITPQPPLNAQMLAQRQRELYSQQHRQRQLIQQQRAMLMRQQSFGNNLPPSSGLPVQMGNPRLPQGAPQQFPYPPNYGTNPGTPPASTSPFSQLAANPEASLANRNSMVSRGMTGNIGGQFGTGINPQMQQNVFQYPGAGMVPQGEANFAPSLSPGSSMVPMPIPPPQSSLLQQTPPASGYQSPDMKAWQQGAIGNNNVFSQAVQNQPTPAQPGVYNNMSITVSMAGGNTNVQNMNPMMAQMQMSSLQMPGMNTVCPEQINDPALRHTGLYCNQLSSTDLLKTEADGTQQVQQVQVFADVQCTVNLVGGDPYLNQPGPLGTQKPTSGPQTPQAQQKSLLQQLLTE
TWEAK Fn14 block = inhibitors of TWEAK-Fn14 signaling, primary screen, luciferase reporter cells, uHTS | 2% of 360,000 active | TWEAK-stimulated Fn14 reporter cells, luciferase luminescence, 8 h | inhibition, % at 10 µM; in the data active = inhibition above about 50%
KKLEB tox = cytotoxicity in KKLEB CF airway cells, primary screen, cytotoxicity control for CF NF-kB inhibitor project, cell-based, uHTS, fluorescence assay plates | KKLEB CF airway cells viability, ATPlite luminescence, overnight; active compounds read low; cells stimulated with P. aeruginosa culture filtrate | activity change (cytotoxicity), % at 5 µM | 0.36% of 360,000 active | AID 602141, 2011;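 active = corrected activity change at or below -50% at 5 µM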
COUP-TFII inh = NR2F2 transcriptional activity inhibitors, primary screen, cell-based, luciferase reporter, HEK293T, luminescence; COUP transcription factor 2 (Homo sapiens), P24468; AID 686940, 2013; HEK293T NGFI-A luciferase reporter; 0.7% of 370,000 active; inhibition, % at 8.6 µM;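 active = inhibition above a per-plate cutoff, mean inhibition of test wells between control levels plus 3 SD, cut at about 38% in these data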;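 note: cells cotransfected with COUP-TFII expression vector driving the NGFI-A reporter; 0% = median of COUP-TF2 test wells and 100% = reporter-only cells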
* = called active by the depositor.

Assay codes: A = CF NFkB inh; B = C8 TRAIL sens; C = NR5A2 inv ag; D = NCOA3 inh; E = SRC2 inh; F = TROY NFkB inh; G = EBV LMP1 NFkB; H = SRC1 inh; I = TWEAK Fn14 block; J = KKLEB tox; K = COUP-TFII inh
O=C(NCc1ccncc1)C(=O)N/N=C/c1cccnc1
  A: 10	B: -5	C: 14	D: 15	E: -3	F: 7	G: 4	H: 7	I: 11	J: -5	K: -23
O=c1cc(N2CCOCC2)[nH]c(=O)n1Cc1ccc(F)cc1
  A: -10	B: 10	C: -16	D: -24	E: -1	F: -2	G: 4	H: -9	I: 14	J: 9	K: -2
CN(c1ccccc1)c1ccc(/C=N/NC(=O)CC#N)cc1
  A: -19	B: -16	C: 14	D: -18	E: -7	F: -22	G: 12	H: -33	I: -14	J: 4	K: 4
CCc1ccc(Nc2nnc(SCc3cc(=O)n4ccsc4n3)s2)cc1
  A: 3	B: 3	C: -9	D: -23	E: -12	F: 3	G: 0	H: -14	I: -15	J: 11	K: -15
COC(=O)c1ccc(S(=O)(=O)N2C3CCC2CC(NC(=O)C2CC2)C3)cc1 (stereo not drawn)
  A: -5	B: 6	C: 4	D: 1	E: 12	F: 8	G: -9	H: -1	I: -11	J: 2	K: -4
COCCN1Cc2cccc(C(=O)NCc3ccc4c(c3)OCO4)c2C1=O
  A: -12	B: -2	C: 36	D: -2	E: 0	F: -20	G: -2	H: -11	I: -7	J: 8	K: 12
O=C(N1CCCCCC1)N1CCN(S(=O)(=O)N2CCOCC2)CC1
  A: 7	B: -4	C: -8	D: 9	E: 12	F: 14	G: 4	H: -10	I: -13	J: -1	K: -16
COC(=O)C1CCN(C(=O)c2ccc3nccnc3c2)CC1
  A: -7	B: -26	C: 5	D: 10	E: 12	F: 5	G: 0	H: 7	I: 0	J: 13	K: 9
Cc1ccccc1C(=O)N1CCN(c2ccc(NC(=O)c3ccc4c(c3)OCCO4)cc2)CC1
  A: 38	B: 44	C: 35	D: 40	E: 41	F: 46	G: 43*	H: 35	I: 73*	J: 3	K: 68*
Cc1cccc(C)c1-n1nnnc1S(=O)(=O)Cc1ccccc1Cl
  A: 10	B: 4	C: -1	D: 3	E: 14	F: 2	G: 2	H: 5	I: 8	J: -3	K: 19
Cc1ccc(NC(=O)C(c2ccccc2)N2CCN(CC(=O)NC3CC3)CC2)cc1 (stereo not drawn)
  A: 0	B: -5	C: -2	D: 2	E: -16	F: -38	G: 3	H: -4	I: -16	J: 8	K: -9
CCS(=O)(=O)Nc1cccc(C2=NN(S(=O)(=O)CC)C(c3ccccc3)C2)c1 (stereo not drawn)
  A: 0	B: -3	C: 5	D: 4	E: 9	F: -9	G: -14	H: -15	I: -1	J: -8	K: -11
C=CCn1c(N2CCCC2)nc2c1c(=O)n(C)c(=O)n2C
  A: -10	B: 2	C: -11	D: 20	E: 10	F: 10	G: -6	H: -1	I: -15	J: 1	K: 15
CCSC1=NCN(CCCC(=O)O)CN1
  A: -3	B: 41	C: 6	D: 2	E: 24	F: -1	G: -1	H: -3	I: -7	J: 11	K: -3
Cc1ccc(CNC(=O)COC(=O)c2cccc(S(=O)(=O)N3CCCCC3)c2)cc1
  A: 3	B: 3	C: 1	D: 1	E: 12	F: 1	G: 4	H: -19	I: 14	J: -8	K: 0
CC1CCCC(NC(=O)c2ccc3c(c2)OCCO3)C1C (stereo not drawn)
  A: -9	B: 12	C: -54	D: -38	E: -57	F: -42	G: -9	H: -81	I: 2	J: 15	K: -31
CCNC(=O)N1CCCC(C(=O)c2ccc(OC)c(OC)c2)C1 (stereo not drawn)
  A: -5	B: -8	C: -7	D: 19	E: 12	F: -1	G: -1	H: -19	I: -9	J: 6	K: -7
c1ccc(CNc2nc3ccccc3[nH]2)cc1
  A: -4	B: 40	C: -70	D: -33	E: -38	F: -73	G: -1	H: -65	I: -19	J: -16	K: -29

Entries from the list above that contain nitrogen in an aromatic ring:
Assay codes: A = CF NFkB inh; B = C8 TRAIL sens; C = NR5A2 inv ag; D = NCOA3 inh; E = SRC2 inh; F = TROY NFkB inh; G = EBV LMP1 NFkB; H = SRC1 inh; I = TWEAK Fn14 block; J = KKLEB tox; K = COUP-TFII inh
O=C(NCc1ccncc1)C(=O)N/N=C/c1cccnc1
  A: 10	B: -5	C: 14	D: 15	E: -3	F: 7	G: 4	H: 7	I: 11	J: -5	K: -23
O=c1cc(N2CCOCC2)[nH]c(=O)n1Cc1ccc(F)cc1
  A: -10	B: 10	C: -16	D: -24	E: -1	F: -2	G: 4	H: -9	I: 14	J: 9	K: -2
CCc1ccc(Nc2nnc(SCc3cc(=O)n4ccsc4n3)s2)cc1
  A: 3	B: 3	C: -9	D: -23	E: -12	F: 3	G: 0	H: -14	I: -15	J: 11	K: -15
COC(=O)C1CCN(C(=O)c2ccc3nccnc3c2)CC1
  A: -7	B: -26	C: 5	D: 10	E: 12	F: 5	G: 0	H: 7	I: 0	J: 13	K: 9
Cc1cccc(C)c1-n1nnnc1S(=O)(=O)Cc1ccccc1Cl
  A: 10	B: 4	C: -1	D: 3	E: 14	F: 2	G: 2	H: 5	I: 8	J: -3	K: 19
C=CCn1c(N2CCCC2)nc2c1c(=O)n(C)c(=O)n2C
  A: -10	B: 2	C: -11	D: 20	E: 10	F: 10	G: -6	H: -1	I: -15	J: 1	K: 15
c1ccc(CNc2nc3ccccc3[nH]2)cc1
  A: -4	B: 40	C: -70	D: -33	E: -38	F: -73	G: -1	H: -65	I: -19	J: -16	K: -29

Sorted by molar mass (ascending): 3 of the compounds above
Assay codes: A = CF NFkB inh; B = C8 TRAIL sens; C = NR5A2 inv ag; D = NCOA3 inh; E = SRC2 inh; F = TROY NFkB inh; G = EBV LMP1 NFkB; H = SRC1 inh; I = TWEAK Fn14 block; J = KKLEB tox; K = COUP-TFII inh
CN(c1ccccc1)c1ccc(/C=N/NC(=O)CC#N)cc1
  A: -19	B: -16	C: 14	D: -18	E: -7	F: -22	G: 12	H: -33	I: -14	J: 4	K: 4
COC(=O)C1CCN(C(=O)c2ccc3nccnc3c2)CC1
  A: -7	B: -26	C: 5	D: 10	E: 12	F: 5	G: 0	H: 7	I: 0	J: 13	K: 9
CCS(=O)(=O)Nc1cccc(C2=NN(S(=O)(=O)CC)C(c3ccccc3)C2)c1 (stereo not drawn)
  A: 0	B: -3	C: 5	D: 4	E: 9	F: -9	G: -14	H: -15	I: -1	J: -8	K: -11
